PI5P4Ka inh = qHTS for Inhibitors of phosphatidylinositol 5-phosphate 4-kinase (PI5P4K); PI5P4Kalpha enzyme, ADP-Glo luminescence, 60 min; active compounds read low; max response, %; 1.2% of 330,000 active; active = max response of -50% or lower; inconclusive = between -30% and -50%; inactive = -30% or higher; note: value at the top dose of about 77 µM; % is set by controls: 0 for no effect and ±100 for the full control effect
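Reactions run in 0.038 M HEPES pH 7.4, 0.28 mM EGTA, 0.1% CHAPS and 5% DMSO, with PI5P4Kalpha, substrate, compound and 5 microM ATP final, one hour at room temperature. Readout is ADP-Glo luminescence.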
EPAC1 antag = qHTS for Antagonist of cAMP-regulated guanine nucleotide exchange factor 3 (EPAC1): primary screen; 0.14% of 360,000 active; EPAC1 GEF assay, Rap1b-BODIPY-GDP exchange fluorescence; AID 720709, 2013; Potency, µM (highest dose often 115 µM), for the others: top-dose activity change, negative = inhibition, hits mostly inhibitors; Rap guanine nucleotide exchange factor 3 (Homo sapiens), O95398;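 note: potency is the fitted concentration of half-maximal effect; plate controls were vehicle for no effect and positive control for full effect; nearly all actives have a fitted effect of over 50% in size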
Target sequence (O95398 whole entry, looked up): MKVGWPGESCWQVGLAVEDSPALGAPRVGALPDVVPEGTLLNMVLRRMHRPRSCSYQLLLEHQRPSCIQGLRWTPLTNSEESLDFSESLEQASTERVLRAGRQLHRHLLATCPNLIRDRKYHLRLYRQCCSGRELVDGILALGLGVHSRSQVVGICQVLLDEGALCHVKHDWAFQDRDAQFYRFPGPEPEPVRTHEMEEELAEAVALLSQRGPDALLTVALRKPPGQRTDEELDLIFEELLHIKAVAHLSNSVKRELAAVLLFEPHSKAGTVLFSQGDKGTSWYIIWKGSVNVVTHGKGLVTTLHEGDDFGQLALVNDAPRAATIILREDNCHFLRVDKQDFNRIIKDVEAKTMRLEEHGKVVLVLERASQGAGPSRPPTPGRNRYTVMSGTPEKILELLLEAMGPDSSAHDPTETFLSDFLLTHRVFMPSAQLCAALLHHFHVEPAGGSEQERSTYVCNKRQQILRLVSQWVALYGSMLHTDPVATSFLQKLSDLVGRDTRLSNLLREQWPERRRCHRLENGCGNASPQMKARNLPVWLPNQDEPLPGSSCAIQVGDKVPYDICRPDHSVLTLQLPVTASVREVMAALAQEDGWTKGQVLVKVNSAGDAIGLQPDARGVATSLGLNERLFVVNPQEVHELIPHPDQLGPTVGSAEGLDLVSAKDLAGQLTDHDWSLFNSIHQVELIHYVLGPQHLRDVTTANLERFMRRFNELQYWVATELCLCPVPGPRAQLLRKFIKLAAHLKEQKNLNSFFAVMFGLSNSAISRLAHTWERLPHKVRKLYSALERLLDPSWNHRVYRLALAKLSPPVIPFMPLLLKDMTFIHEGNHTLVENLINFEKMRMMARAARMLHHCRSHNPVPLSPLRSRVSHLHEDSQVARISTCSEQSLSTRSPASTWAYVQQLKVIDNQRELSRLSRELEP
MmCpn inh = Inhibitors of TCP-1 ring complex (TRiC) of Methanococcus maripaludis (MmCpn): qHTS | 0.031% of 330,000 active | Chaperonin Mm-Cpn (Methanococcus maripaludis) | purified Mm-Cpn ATPase, ADP Transcreener TR-FRET | AID 504842, 2011 | Potency, µM (titrated, usually from 76.9 µM), inactives show at the highest dose activity, negative = inhibition, actives largely listed as inhibitors; note: potency is the fitted concentration of half-maximal effect; % is set by controls: 0 for no effect and ±100 for the full control effect; nearly all actives have a fitted effect of over 80% in size
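Quantitative HTS used 25 nM Mm-CPN and 10 uM ATP in magnesium/KCl Tris buffer, pH 7.4, with 1 mM DTT. Hydrolysis ran 30 min at 37°C; ADP was read by HTRF.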
EPAC1 agonist = qHTS for Agonist of cAMP-regulated guanine nucleotide exchange factor 3 (EPAC1): primary screen | EPAC1 agonist qHTS, biochemical assay; response scale: 100% = response to 6.5 mM cAMP | 0.073% of 360,000 active | Potency, µM (top dose mostly 154 µM), without a hit: at the top dose activation, most hits filed as activators | AID 720707, 2013; note: potency is the fitted concentration of half-maximal effect; nearly all actives have a fitted effect of over 60% in size
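EPAC1 100 nM, Rap1B–BODIPY-GDP 250 nM, unlabeled GDP 50 uM; compound titration; 5 min RT; kinetic read ex480/em540 at 5-min intervals ×30 min; data normalized to 6.5 mM cAMP agonist control.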
EPAC2 antagonist = qHTS for Antagonist of cAMP-regulated guanine nucleotide exchange factor 2 (EPAC2): primary screen. EPAC2 GEF exchange of Rap1B-BODIPY-GDP, fluorescence. Potency, µM (top dose mostly 114 µM), for inactives: at the highest dose activity, negative = inhibition, hits mostly inhibitors. 0.18% of 360,000 active; note: potency is the fitted concentration of half-maximal effect; % is set by controls: 0 for no effect and ±100 for the full control effect; nearly all actives have a fitted effect of over 45% in size; many of its hits are not listed in these tables
PLK1 PBD inh = qHTS for Inhibitors of PLK1-PDB (polo-like kinase 1 - polo-box domain): Primary Screen. Serine/threonine-protein kinase PLK1 (Homo sapiens), P53350. Plk1 PBD binding of FITC phosphopeptide, fluorescence polarization. Potency, µM, inactives show max response, negative = inhibition, usual class: inhibitors. 2.8% of 360,000 active; note: potency is the fitted concentration of half-maximal effect; series mostly up to about 57 µM; % is set by controls: 0 for no effect and ±100 for the full control effect; nearly all actives have a fitted effect of over 65% in size
WRN inhibitor = qHTS for Inhibitors of WRN Helicase; WRN helicase unwinding, fluorescent forked duplex, kinetic; Potency, µM (top dose mostly 114 µM), for the others: at the highest dose activity change, negative = inhibition, hits mostly inhibitors; Bifunctional 3'-5' exonuclease/ATP-dependent helicase WRN (Homo sapiens), Q14191; AID 651768, 2012; 0.46% of 360,000 active; note: potency is the fitted concentration of half-maximal effect; % is set by controls: 0 for no effect and ±100 for the full control effect; nearly all actives have a fitted effect of over 55% in size
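Kinetic fluorescence helicase assay: unwinding of a quenched forked DNA duplex (100 nM final) with 2 mM ATP final raises red fluorescence (525/598 nm). Compounds sat 15 min at room temperature with 20 nM WRN beforehand.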
CCT modulator = High-Throughput Screening for Modulators of Cytosolic Chaperonin Activity; purified chaperonin ATPase assay, HTRF ADP detection, 30 min; activity change, % (no concentration beside the values), hits read low; 0.3% of 360,000 active; AID 651819, 2012; in the data active = activity change below about -30%; note: % is set by controls: 0 for no effect and ±100 for the full control effect
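ATPase activity: ADP formed was measured by HTRF Transcreener (665/615 nm ratio) after 30 min at 37 deg C with 10 uM ATP. Compounds screened at one 76 uM concentration against 40 or 20 nM TRiC in Tris pH 7.4/KCl/MgCl2/DTT buffer.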
The depositor's hits bear a star; ? = inconclusive; nt = not tested or not shown; & = joins results of further samples; [ ] = remark or other dose. Unless noted, calls come from the whole dose curve; as a rule, active = well fitted curve in the direction sought with a large enough effect; inconclusive = small, poorly fitted or top-dose-only effect, or another doubt; inactive = no such curve, though single readings can be large; an effect the other way counts as inactive or inconclusive. Some of the compounds tested (hit frequency here may not be typical).

SMILES	PI5P4Ka inh	EPAC1 antag	MmCpn inh	EPAC1 agonist	EPAC2 antagonist	PLK1 PBD inh	WRN inhibitor	CCT modulator
CCOc1ccc2c(c1)C(c1ccc(C)cc1)=NNC(c1ccc(C)cc1)=N2	2	-7%	1%	-6%	4%	5%	-7%	-0.1
CCN(CC)S(=O)(=O)c1ccc(NC(=O)CN(c2cccc(C)c2)S(C)(=O)=O)cc1	1	-11%	0%	8%	-7%	-8%	-14%	-0.8
O=C(/C=C/c1ccccc1)c1ccccn1	-9	-16%	-14%	0%	4%	-14%	-29%	2.4
COc1ccc(NC(=O)C2CCC(CNc3c(N4CCC(C)CC4)c(=O)c3=O)CC2)cc1OC (configuration not stated)	-11&5	-15%&4%	2%	-10%&-26%	14%&28%	-2%&-2%	12%&-2%	-2.0&0.2
c1ccc(SCCCCN2CCOCC2)cc1	-1	-10%	0%	0%	4%	-14%	-5%	-1.7
Cc1cc(C)nc(SCCCNCc2ccccc2)n1	-5	17%	-6%	13%	-6%	-4%	-3%	0.3
CCOC(=O)C1(Cc2ccc(OC)cc2)CCN(C(=O)c2cc(C)on2)CC1	-9	-8%	1%	-3%	9%	-3%	1%	-9.9
COc1ccc(C2NCCn3cccc32)cc1 (configuration not stated)	-1	-1%	0%	2%	2%	-3%	7%	-1.0
O=c1c2ccccc2cnn1Cc1n[nH]c(=S)n1-c1ccc(F)cc1	-1	-24%	1%	9%	1%	-21%	2%	-0.4
O=C(O)c1ccc(CSCc2ccccc2)o1	-10	9%	nt	-6%	1%	-1%	2%	-1.1
Cc1ccc(C)c(N2CCN(C(=S)Nc3ccc4nc(N5CCOCC5)cc(C)c4c3)CC2)c1	13	3%	-2%	-10%	23%	-7%	-29%[57.1 µM]	2.6
Cc1ccc(NS(=O)(=O)c2ccc(C(=O)NCC(c3ccco3)N3CCCCC3)cc2)cc1 (configuration not stated)	-1	-24%	-1%	-3%	-7%	0%	-5%	2.0
COc1ccc(OC)c(Nc2ncnc3sccc23)c1	-8	5%	-1%	3%	-3%	-13%	-4%	-1.0
O=Cc1cccnc1SCc1ccccc1	-1	1%	nt	6%	-2%	-7%	2%	0.3
Cc1ccc(S(=O)(=O)Nc2cc(-c3ccccc3)nn2C)cc1	-4	12%	-1%	4%	3%	-7%	-9%	0.3
Cc1ccc(SC(C)C(=O)NCc2ccncc2)cc1 (configuration not stated)	4	7%	1%	0%	7%	?	-3%	-4.0
Cc1ccc(C(=O)CC(=O)c2ccccc2)cc1	20	-12%	0%	7%	1%	-7%	2%	-3.1
O=C(O)Cn1nnn(-c2ccccc2)c1=S	-22	-5%	nt	5%	-1%	-6%	-11%	1.0
O=C(c1ccccc1)c1ccc(Oc2ncccn2)cc1	-7	-16%	-1%	0%	1%	-2%	-1%	-4.4
CSCCC(NC(=O)CCN1C(=O)c2ccccc2C1=O)C(=O)O (configuration not stated)	nt	15%	0%	5%	3%	-4%	-1%	-1.4
COc1ccc(CN(C)C(=O)COC(=O)c2c(C)nn(-c3ccc(F)cc3)c2Cl)cc1	6	-19%	-1%	8%	-7%	-9%	-9%	0.6
COc1c2c(cc3oc(CO[C@@H]4O[C@H](CO)[C@@H](O)[C@H](O)[C@H]4O)cc(=O)c13)O[C@H](C(C)(C)O)C2	8	5%	0%	2%	-3%	-14%	-26%	-0.6
COc1ccc(S(=O)(=O)N2CCC[C@H]2C(=O)N2CCC[C@H]2C(=O)NCc2ccc(F)cc2F)cc1C	-2	1%	nt	1%	?	2%	3%	1.8
COC(=O)c1c(C)[nH]c(C(=O)CN(C)CC(=O)Nc2cccc(F)c2)c1C	1	-17%	1%	0%	2%	0%	-5%	3.4
CCCCn1c(=O)[nH]c(=O)c2c1nc(-c1ccc(-c3ccccc3Br)o1)n2CCOC	?	-1%	-3%	7%	10%	-23%	-27%	-3.2

Next part
SMILES	PI5P4Ka inh	EPAC1 antag	MmCpn inh	EPAC1 agonist	EPAC2 antagonist	PLK1 PBD inh	WRN inhibitor	CCT modulator
CCCCS/C(N)=N/N=C/c1ccccc1O	11	-21%	0%	9%	-3%	-11%	-2%	-1.8
CSc1ncnc2c1ncn2CCCNCCc1ccccn1	3	-1%	nt	-1%	8%	-1%	-4%	0.9
COc1ccc(NC(C)=O)cc1NC(=O)CSc1nnc(-c2ccccc2)n1N	14	-15%	nt	-3%	13%	3%	7%	-0.5
Cc1cccc(-n2c(O)c(C=Nc3ccccc3O)c3ccccc3c2=O)n1	0	?	1%	6%	-3%	12%	?	0.2
O=C(NCC1CCCO1)c1ccc(Cn2c(=S)[nH]c3ccccc3c2=O)cc1 (configuration not stated)	2	-9%	1%	4%	-1%	-8%	4%	-0.2
CN1CCN(C(=O)/C=C/c2ccc(C#N)cc2)CC1	2	-23%	1%	-14%	-5%	3%	2%	-1.6
COc1ccc(CCN2CCCC(CN(C)C(=O)c3cc(C)oc3C)C2)cc1 (configuration not stated)	-5	-16%	0%	-13%	12%	2%	2%	1.2
c1ccc(-c2nc(-c3cccs3)[nH]c2-c2ccccc2)cc1	nt	0%	-5%	4%	3%	-2%	-4%	-3.2
CNNC(=S)Nc1ccc(Cl)cc1	-1	-7%	1%	-3%	16%	-15%	9%	-1.1
Cc1nc(N)[nH]c(=O)c1CC(=O)OCCCl	7	12%	0%	13%	7%	-2%	-2%	-0.3
CC1(C)CN=C(c2ccccc2)NC1	-2	-2%	nt	6%	1%	-3%	4%	-11
CC(=O)NC12CC3CC(C1)CC(C(=O)N(C)CC(=O)Nc1ccccc1Cl)(C3)C2	-5	5%	0%	0%	-7%	-10%	-9%	-4.3
Cc1cc(N2C(=O)C(=O)/C(=C(/O)c3ccc(F)cc3)C2c2cccc(Br)c2)no1 (configuration not stated)	-7	0%	-3%	-1%	0%	?	-1%	1.3
CCCCN(C(=O)c1cccs1)c1c(N)n(Cc2ccccc2)c(=O)[nH]c1=O	3	7%	0%	10%	-3%	-4%	-18%	-2.9
C[C@]12C[C@H](O)[C@@H]3c4ccc(O)cc4CCC3[C@@H]1CCC2=O (some centres not stated)	-1	4%	1%	0%	-7%	-15%	-3%	-3.3
CN(C)C(=O)N1CCCC(C(=O)NCCc2ccccc2)C1 (configuration not stated)	nt	11%	1%	-1%	0%	-1%	-29%	3.5
CN(C)CCNc1oc(-c2ccccc2Cl)nc1S(=O)(=O)c1ccccc1	-3	-2%	-1%	0%	-7%	-6%	2%	-1.1
COc1ccc(CN2CCN(C(=O)c3ccc(-c4ccccc4)cc3)CC2)c(OC)c1OC	0	4%	2%	-6%	-11%	2%	4%	-3.7
COc1ccc(C2=NCCc3cc(OC)c(OC)cc32)cc1OC	-3	12%	-1%	-5%	0%	0%	13%	-2.4
CC(C)(C)N(Cc1ccccc1)C(=O)COC(=O)CN1C(=O)NC2(CCCC2)C1=O	-3	-29%	-5%	-8%	9%	-4%	-5%	-0.8
CCOC(=O)C1=C(C)NC(=O)NC1c1cc(Br)c(O)c(OC)c1 (configuration not stated)	-7	16%	0%	-2%	6%[57.1 µM]	7%	8%	-0.4
CCOC(=O)CNC(=S)N(CCCN1CCCCC1)Cc1cccs1	0	-2%	2%	3%	6%	-9%	-6%[57.1 µM]	3.5
C=CCn1c(SCC(=O)c2c(N)n(C)c(=O)n(C)c2=O)nc2sc(C)c(C)c2c1=O	nt	13%	-5%	1%	4%	-8%	-11%	2.2
Cc1oc2c(c(C)cc3oc(=O)c(CC(=O)N[C@H](C(=O)O)C(C)C)c(C)c32)c1C	-4	-23%	-5%	-4%	?	-1%	-7%	-1.3
CCc1cc(/C(Cc2cscn2)=N\O)c(O)cc1O	0	-11%	1%	12%	-2%	-6%	0%	-0.1

The list goes on; it opens with the 2 that closed the last part.
SMILES	PI5P4Ka inh	EPAC1 antag	MmCpn inh	EPAC1 agonist	EPAC2 antagonist	PLK1 PBD inh	WRN inhibitor	CCT modulator
Cc1oc2c(c(C)cc3oc(=O)c(CC(=O)N[C@H](C(=O)O)C(C)C)c(C)c32)c1C	-4	-23%	-5%	-4%	?	-1%	-7%	-1.3
CCc1cc(/C(Cc2cscn2)=N\O)c(O)cc1O	0	-11%	1%	12%	-2%	-6%	0%	-0.1
O=C(Oc1ccc(Cl)cc1)N1CCCCC1	nt	5%	1%	6%	12%	-4%	11%	-0.4
Clc1ccccc1CSc1nnc(-c2cccnc2)n1Cc1ccco1	0	0%	4%	3%	-7%	-9%	-21%	-3.3
CCCCN(C(=O)c1cccc(S(=O)(=O)N2CCN(C)CC2)c1)c1c(N)n(CCC)c(=O)[nH]c1=O	-4	0%	?	6%	1%	2%	-2%	-1.1
O=C(N/N=C/c1c[nH]c2ccccc12)C1CC(=O)N(c2ccccc2)C1 (configuration not stated)	-3	10%	0%	8%	-7%	-3%	-7%	-1.1
CC(NC(=O)c1cc(-c2ccncc2)nc2ccc(Br)cc12)C1CCCO1 (configuration not stated)	0	-9%	-19%	-19%	6%	-2%	-9%	0.2
Cc1cc(C)c(C(=O)NC2CC(C)(C)Cc3c2cnn3-c2cccc(F)c2)[nH]1 (configuration not stated)	4	-17%	1%	16%	-7%	-6%	-12%	0.6
COc1cc(OC)c(C(=O)Nc2ccccc2-c2ccccc2)cc1OC	10	-12%	-10%	9%	0%	2%	-8%	-3.0
Cc1ccccc1C(=O)Nc1nnc(-c2ccncc2)o1	-9	-18%	2%	4%	7%	-2%	3%	-2.4
O=c1c2c(nc3cc(-c4cccc(Cl)c4)[nH]n13)CCCC2	-9	-11%	7%	-4%	4%	-8%	-35%	0.6
COc1ccc(CCCc2nnc(SCc3nc4ccccc4c(=O)[nH]3)n2C)cc1	-92*	13%	2%	7%	-4%	3.8µM*	?	1.3
C=CCN(C(=O)c1csnn1)C(C(=O)NC1CCCC1)c1ccccc1F (configuration not stated)	-7	-22%	-2%	4%	1%	-17%	8%	-1.7
Cc1ccc(NC(=S)NC(=O)c2ccc(F)cc2)cc1S(=O)(=O)Nc1ccccc1Cl	7	?	-12%	3%	-16%	-19%	-33%	-1.9

Screens as filed in PubChem BioAssay.
